Screens: PubChem BioAssay, several laboratories
TWEAK-Fn14 inh: inhibitors of TWEAK-Fn14 signaling, primary screen, luciferase reporter cells, uHTS. TWEAK-stimulated Fn14 reporter cells, luciferase luminescence, 8 h. inhibition, % at 10 µM. hit rate 2% among 360,000. AID 1159606, 2016; in the data active means inhibition above about 50%
Granule exo inh: LAMP-1 surface exposure blockers, TALL-104 cells – cell-based, flow cytometry, MLPCN library, primary screen; TALL-104 LAMP-1 surface exposure; cells stimulated with thapsigargin and PMA; inhibition, % at 10 µM; hit rate 0.66% among 360,000; AID 651702, 2012;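 active means inhibition above about 55%, limit read from the data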
SRC1 inh: SRC1 coactivator transcriptional activity inhibitors, primary screen, cell-based, luminescence; inhibition, % at 3.6 µM; hit rate 0.12% among 360,000; HEK293 GAL4-SRC1 luciferase reporter; AID 588354, 2011;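 active means inhibition above the campaign mean plus 3 SD, with each screening campaign given its own cutoff, cut at about 60% in these data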;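 further: 0% = DMSO treated cells and 100% = gossypol at 36 µM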
TLR9-MyD88 inh: inhibitors of TLR9-MyD88 association in cells, primary screen, cell-based, CHO, BLA complementation, fluorescence | inhibition, % at 4.98 µM | AID 504734, 2011 | hit rate 0.21% among 340,000 | Toll-like receptor 9 (Homo sapiens) + Myeloid differentiation primary response protein … | CCF4 FRET ratio;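 active means inhibition above the mean over all tested compounds plus 3 SD, cut at about 21% in these data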;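 further: 0% = DMSO only wells and 100% = clavulanate BLA inhibitor control wells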
NCOA2 inhibitor: inhibition of GAL4-SRC2 driven luciferase reporter, primary screen, SRC2 inhibitor project, cell-based, luminescence; Nuclear receptor coactivator 2 (Homo sapiens), Q15596; HEK293 GAL4-SRC2 luciferase reporter; hit rate 0.17% among 370,000; AID 651957, 2012; inhibition, % at 9 µM;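 active means inhibition above the mean inhibition of all tested compounds plus 3 SD, set per campaign, cut at about 52% in these data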;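 further: 0% = DMSO treated cells and 100% = cells given Gossypol at 36 µM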
Target sequence (Q15596 whole entry, looked up, the tested form may be a part): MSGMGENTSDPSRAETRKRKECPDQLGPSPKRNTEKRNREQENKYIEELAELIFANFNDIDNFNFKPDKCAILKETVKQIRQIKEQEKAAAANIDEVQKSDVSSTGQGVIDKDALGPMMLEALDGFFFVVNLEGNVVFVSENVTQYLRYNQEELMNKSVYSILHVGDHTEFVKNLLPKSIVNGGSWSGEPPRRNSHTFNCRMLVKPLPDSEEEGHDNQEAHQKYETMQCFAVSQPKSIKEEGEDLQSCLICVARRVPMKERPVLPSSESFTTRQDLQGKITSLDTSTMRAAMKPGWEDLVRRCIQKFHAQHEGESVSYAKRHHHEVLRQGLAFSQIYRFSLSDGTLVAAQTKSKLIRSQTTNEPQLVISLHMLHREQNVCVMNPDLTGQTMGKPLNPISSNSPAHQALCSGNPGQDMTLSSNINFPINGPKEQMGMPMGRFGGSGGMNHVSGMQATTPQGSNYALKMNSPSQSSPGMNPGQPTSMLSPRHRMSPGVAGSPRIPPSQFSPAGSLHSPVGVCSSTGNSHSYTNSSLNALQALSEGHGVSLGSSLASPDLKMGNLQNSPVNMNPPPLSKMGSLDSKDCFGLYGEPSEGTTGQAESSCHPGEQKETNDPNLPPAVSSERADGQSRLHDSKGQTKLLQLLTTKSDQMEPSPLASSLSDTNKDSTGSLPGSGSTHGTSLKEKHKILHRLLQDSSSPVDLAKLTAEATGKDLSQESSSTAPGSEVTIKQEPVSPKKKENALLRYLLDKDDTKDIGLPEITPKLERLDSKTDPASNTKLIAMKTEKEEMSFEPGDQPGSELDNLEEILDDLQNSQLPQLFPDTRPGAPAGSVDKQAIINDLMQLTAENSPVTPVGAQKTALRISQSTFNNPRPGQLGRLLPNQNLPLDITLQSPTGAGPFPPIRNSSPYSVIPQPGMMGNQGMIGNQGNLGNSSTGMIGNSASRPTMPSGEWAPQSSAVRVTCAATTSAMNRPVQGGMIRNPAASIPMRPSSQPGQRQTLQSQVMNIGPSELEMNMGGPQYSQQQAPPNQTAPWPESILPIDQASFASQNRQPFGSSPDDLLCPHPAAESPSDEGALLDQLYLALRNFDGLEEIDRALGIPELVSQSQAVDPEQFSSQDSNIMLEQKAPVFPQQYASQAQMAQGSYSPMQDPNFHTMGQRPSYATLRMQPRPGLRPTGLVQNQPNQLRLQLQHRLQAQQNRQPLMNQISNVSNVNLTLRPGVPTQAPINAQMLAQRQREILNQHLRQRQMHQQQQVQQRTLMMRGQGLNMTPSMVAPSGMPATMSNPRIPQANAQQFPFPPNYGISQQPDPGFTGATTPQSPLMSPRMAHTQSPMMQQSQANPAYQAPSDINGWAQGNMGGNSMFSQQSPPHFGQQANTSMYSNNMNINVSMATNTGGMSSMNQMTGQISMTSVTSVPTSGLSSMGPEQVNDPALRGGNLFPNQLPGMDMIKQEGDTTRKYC
NR5A2 inv ag: LRH-1 (NR5A2) inverse agonists, primary screen, cell-based, luminescence, HEK293T, StAR-luciferase reporter; inhibition, % at 3.6 µM; LRH-1 transfected, 24 h; hit rate 0.13% among 360,000; Nuclear receptor subfamily 5 group A member 2 (Homo sapiens), O00482;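 active means inhibition above the mean inhibition of all tested compounds plus 3 SD, cut at about 73% in these data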;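 further: 0% = DMSO wells and 100% = reporter-only cells lacking LRH-1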
TROY NFkB inh: inhibitors of TROY-driven NF-kB signaling, primary screen, Q293 LMP1-TROYcd cells, NF-kB luciferase, uHTS | Q293 LMP1-TROYcd NF-kB luciferase reporter, 4 h | inhibition, % at 10 µM | hit rate 0.98% among 360,000 | AID 1347056, 2019;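 active means compounds whose plate-normalised and pattern-corrected inhibition of the luciferase reporter signal at the single screening dose is 50% or more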
NR2F2 inh: NR2F2 transcriptional activity inhibitors, primary screen, cell-based, luciferase reporter, HEK293T, luminescence. HEK293T NGFI-A luciferase reporter. hit rate 0.7% among 370,000. COUP transcription factor 2 (Homo sapiens), P24468. inhibition, % at 8.6 µM;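 active means inhibition above a per-plate cutoff, mean inhibition of test wells between control levels plus 3 SD, cut at about 38% in these data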;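 further: cells cotransfected with COUP-TFII expression vector driving the NGFI-A reporter; 0% = median of COUP-TF2 test wells and 100% = reporter-only cells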
NOD2-RIPK2 inh: NOD2-RIPK2 binding disruptors in cells, primary screen, fluorescence, CHO cells, BLA complementation. inhibition, % at 4.98 µM. Receptor-interacting serine/threonine-protein kinase 2 (Homo sapiens), O43353. CCF4 ratio. hit rate 0.38% among 360,000; in the data active means inhibition above about 21%;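 further: 0% = vehicle only and 100% = reference blocker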
SRC3 inh: SRC3 coactivator transcriptional activity inhibitors, primary screen, cell-based, luminescence. Nuclear receptor coactivator 3 (Homo sapiens), Q9Y6Q9. HEK293 GAL4-SRC3 luciferase reporter. inhibition, % at 3.6 µM. hit rate 0.17% among 360,000. AID 588352, 2011;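 active means inhibition above a per-campaign cutoff, the mean of all compounds plus 3 SD, cut at about 60% in these data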;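 further: 0% = DMSO-treated cells and 100% = gossypol-treated cells at 36 µM; higher means less SRC3-driven luciferase light from the GAL4 reporter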
ABHD5-PLIN5 inh: ABHD5-PLIN5 interaction inhibitors, primary screen, cell lysate, split luciferase complementation, luminescence. Perilipin-5 (Homo sapiens) + 1-acylglycerol-3-phosphate O-acyltransferase ABHD5 (Homo …. Split G. princeps luciferase complementation, 4 h. inhibition, % at 4 µM. hit rate 0.78% among 360,000. AID 602281, 2012;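 active means inhibition above the mean inhibition across every tested compound plus 3 SD, cut at about 22% in these data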;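 further: 0% = DMSO only wells and the 100% control is not disclosed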
The depositor's hits bear a star; x = no result given.

Second line of a record – TLR9-MyD88 inh	ABHD5-PLIN5 inh	NR2F2 inh	NR5A2 inv ag	SRC1 inh	TWEAK-Fn14 inh	SRC3 inh	NCOA2 inhibitor	Granule exo inh	TROY NFkB inh	NOD2-RIPK2 inh
- C=CCN(c1ccccc1)S(=O)(=O)c1cccc(C(=O)NNC(=O)c2ccccc2O)c1
  3.0	5.4	1.4	19.9	1.0	-9.1	6.0	8.6	-3.0	-6.1	-2.5
- CSCCC(NC(=O)c1ccco1)C(=O)NCC(c1ccccc1)N(C)C (stereo unspecified)
  -1.6	-0.5	11.6	-8.2	-6.6	-18.7	-0.8	-3.0	4.8	-17.7	2.1
- COc1cccc(CNc2nc3cc(-c4ccc(C(=O)N5CCN(C)CC5)cc4)sc3c(=O)n2C)c1
  x	23.6*	17.8	20.1	5.7	5.3	-5.2	-2.4	30.4	20.9	-2.7
- CCCN(C(=O)Cn1ncc2c(=O)oc3ccccc3c21)c1cccc(C)c1
  -8.0	-5.8	-4.9	3.4	-21.1	3.8	1.0	-34.2	-0.8	0.4	-0.7
- CC(=O)Oc1ccc2cc(-c3ccccc3)c(=O)oc2c1
  6.5	-3.1	-19.6	-46.9	-58.3	-4.7	-57.0	-45.7	11.4	-41.5	12.2
- CCCCN(CC)Cc1ccc(CNC(=S)Nc2cccc(F)c2)o1
  -9.5	5.2	7.4	-6.7	-2.0	13.1	4.6	0.9	1.7	8.8	-2.4
- CSc1sc(-c2ccnc(=S)[nH]2)c(-c2ccccc2)c1C#N
  x	-1.1	-0.1	9.1	0.1	6.6	4.0	0.1	1.3	10.8	-7.9
- Cc1ccc(S[C@@H](CCN2CC[C@H](C)CCC2=O)c2ccccc2)cc1
  -0.5	11.6	22.2	2.7	-4.7	-19.7	5.3	4.3	-7.2	-10.1	2.1
- CC(Sc1nnc(-c2ccncc2)n1C)C(=O)Nc1ccc(N2CCOCC2)cc1 (stereo unspecified)
  -12.0	-0.8	-0.9	1.2	8.0	-3.2	0.4	-32.0	-1.1	8.7	-13.2
- CC(C(=O)N1CCc2ccccc21)N1CCN(S(=O)(=O)c2cccc(C(F)(F)F)c2)CC1 (stereo unspecified)
  -2.8	1.3	20.5	4.4	10.2	8.8	12.9	10.2	0.5	-14.8	1.3
- CCCn1ncc(CN2CCN(Cc3ccc(C)o3)C(CCO)C2)c1C (stereo unspecified)
  1.3	19.8	-12.1	14.3	9.9	5.4	-2.3	3.0	-0.8	5.6	-3.7
- CCOc1ccc(NC(=O)Cn2cc(C(=O)CC)c3ccccc32)cc1
  -9.4	-1.9	x	12.9	10.4	11.1	-3.7	x	-4.4	7.0	-6.0
- COCCN1C(=O)N[C@@H](c2cccc(C(F)(F)F)c2)C(C(=O)OC)=C1C
  3.0	3.5	x	-27.8	-1.6	-5.1	4.2	x	-2.9	-26.8	-8.1
- C=C1C(=O)[C@]23C[C@H]1CCC2[C@@]1(C)C(C[C@@H]3O)[C@](C)(C(=O)O)C[C@H](O)[C@@H]1O (stereo partly specified)
  x	38.1*	2.5	0.6	3.1	-9.3	0.3	-3.1	-0.3	-29.0	-11.6
- COc1ccc(CCNC(=O)c2cn3ccc(C)cc3n2)cc1OC
  -0.4	-7.1	-16.4	0.7	-5.2	5.1	-11.5	-22.2	-0.7	7.2	-0.8
- O=S(=O)(Nc1ccc(-n2cnnn2)cc1)c1ccc(F)c(F)c1F
  -5.4	1.4	4.4	-11.2	-11.8	8.2	0.2	-45.3	-1.3	-0.4	-3.1
- Cc1csc(N(C(=O)Cc2ccccc2F)c2ccccc2)n1
  -7.3	-0.3	20.6	4.4	-0.4	3.2	1.5	-4.6	6.8	-0.5	-5.8
- COc1ccc(N2CCN(C(=O)c3cn(C4CCCC4)c(=O)c4c3c3ccccc3n4C)CC2)cc1
  -4.5	-2.1	13.2	10.2	-14.9	11.2	-11.7	-8.3	0.3	-8.6	-10.8
- N#C/C(=C\c1ccc(Cl)s1)C(=O)N1CCN(c2ccccc2)CC1
  7.7	-2.7	-9.4	7.3	-5.9	7.1	19.0	2.5	1.5	6.5	-4.2
- CCOC(=O)c1cc(NC(=O)NCc2ccco2)c(C)nc1C
  -6.8	-1.0	8.4	-4.6	-7.3	-5.2	-6.5	20.0	0.6	-36.5	-7.0
- C#CCOCCOCCOCCNc1nc(N2CCN(C(=O)Cn3cc(CCO)nn3)CC2)nc(N2CCN(C(=O)[C@H](C)n3cc(CCCN=C(N)N)nn3)CC2)n1
  -1.3	-1.5	-4.9	-17.9	3.5	15.7	6.8	18.3	-2.9	-10.9	3.4
- CC1CCCCC1NC(=O)CSc1nnc(-c2ccncc2)n1CCCN(C)C (stereo unspecified)
  -1.0	3.8	2.3	6.0	0.9	2.0	7.2	-22.8	-4.3	0.2	-2.2
- O=C(NC1CC1)c1ccc2c(c1)N(Cc1ccccc1)CCS2
  7.9	-4.0	6.6	18.9	7.6	3.5	0.5	8.2	-20.8	2.0	-17.8
- CCc1c(C)nc2c(OC)cccc2c1Cl
  -5.0	-4.4	31.1	-33.5	-13.5	-19.2	17.3	10.1	4.5	-31.1	-2.2
- O=C(NCCNC(=O)c1ccc(-c2cccc(Cl)c2)o1)c1cnccn1
  4.3	4.4	-19.4	13.1	-6.6	-19.6	-20.4	-8.9	1.8	-15.2	-5.2
- Cc1ccc(S(=O)(=O)N2[C@@H](Cc3ccccc3)CO[C@H]2CC(=O)c2cccc3ccccc23)cc1
  x	-2.8	0.2	-38.7	x	x	x	-18.2	2.5	x	-20.3
- Cc1ccc(OCC(O)Cn2c(N3CCCCC3)nc3c2c(=O)[nH]c(=O)n3C)cc1 (stereo unspecified)
  -7.1	-2.1	-15.2	-15.7	7.5	-3.2	-5.8	3.7	-1.0	9.9	-7.8
- COC(=O)c1cc(OC)c(OC)cc1NC(=S)N1CCCCC1
  5.4	6.8	21.3	14.5	4.2	0.0	-30.1	-5.3	0.0	-3.4	-4.0
- O=C(Nc1ccc2snnc2c1)N1CCOCC1
  -7.6	3.7	-9.3	-3.2	0.7	-0.9	1.8	-17.3	1.4	-9.7	-10.0
- O=C(Nc1cccc(F)c1)/C(=C\c1ccco1)NC(=O)c1ccco1
  0.0	27.2*	-15.6	-3.1	25.5	17.6	5.7	7.7	-0.5	-3.5	-3.4
- O=C(Nc1ccccc1)c1nnn(Cc2ccccc2)c1NC(=O)C(F)(F)F
  -4.5	4.6	-51.0	-49.9	-58.8	-8.4	-47.0	-56.4	-1.5	-53.7	-8.6
- O=C(Nc1cccc(S(=O)(=O)N2CCCCC2)c1)c1ccco1
  -5.0	-0.6	18.8	-39.2	3.3	15.2	7.6	-7.5	7.5	1.7	-3.8
- CCC(Cc1ccccc1)NC(=O)C1CCN(c2nn3c(=O)cc(C)nc3s2)CC1 (stereo unspecified)
  -8.8	-7.8	-2.1	-17.0	6.0	7.7	0.3	35.5	-1.0	-17.8	0.9
- O=C1CCC(=O)N1CC(O)COc1ccccc1 (stereo unspecified)
  0.8	0.1	-9.3	-6.3	0.8	-9.3	-12.1	-1.0	-0.6	3.0	-6.4
- O=C(OCC#CCSc1nnc(-c2cccc3ccccc23)o1)c1cc2ccccc2o1
  7.5	-4.5	2.2	7.4	-3.0	-9.8	8.7	22.7	-10.3	-4.8	-3.0
- CCn1nc(NS(=O)(=O)c2ccc(C)cc2)c2cc3ccccc3nc21
  -6.5	2.3	12.2	7.8	-15.3	-2.9	21.4	-3.4	-0.4	8.8	-14.8
- Cc1ccc(S(=O)(=O)N2C=CC(C(F)(F)F)=NCC2)cc1
  6.4	9.7	4.0	20.9	5.5	-0.5	18.3	11.0	-3.1	-12.5	-9.2
- COC(=O)c1cscc1S(=O)(=O)Cc1ccccc1
  -1.0	-0.9	-13.1	1.5	7.5	23.4	2.5	-7.8	-1.5	-1.6	-6.5
- CSc1ccccc1-c1n[nH]c(=S)o1
  -2.0	-0.6	-1.4	3.5	5.0	3.0	2.8	-28.4	1.1	-0.5	-11.5
- CN(C)C(CNc1ccc(C(F)(F)F)cn1)c1ccccc1 (stereo unspecified)
  6.6	1.2	9.3	-7.8	-4.6	-12.4	-0.7	-17.1	0.7	1.7	0.8
- CCCOc1ccc(C2=NNC(=O)CC2)cc1
  8.3	-4.2	-24.4	-14.9	-37.9	22.1	-19.2	-78.8	8.0	-41.0	-6.7
- CCOC(=O)c1cccc(NC(=O)COC)c1
  2.4	4.5	3.0	1.3	8.0	7.8	27.4	-12.3	2.7	0.1	5.5
- CN1CCN(CC(=O)Nc2cc(N3CCOCC3)ccc2[N+](=O)[O-])CC1
  -2.6	3.9	-6.7	24.9	-3.6	-10.4	-20.6	-5.6	1.7	3.6	-10.4
- S=C(NCc1ccco1)N1CCN(Cc2ccco2)CC1
  0.4	-4.4	0.2	-0.9	-7.8	-9.4	1.7	-9.2	-2.8	-15.5	-12.4
- O=C(CCn1c(=O)c2ccccc2n(Cc2ccccc2)c1=O)NC1CCN(Cc2ccccc2)CC1
  1.3	1.4	-5.0	16.9	-10.5	-5.9	7.8	4.2	-3.8	11.8	-5.5
- Cc1ccc(NC2CCCN(C(=O)CCc3scnc3C)C2)cc1C (stereo unspecified)
  1.1	-5.4	-7.6	-1.4	-1.0	9.2	0.7	28.3	2.7	10.1	0.5
- Cc1c(C(=O)N2CCN(S(=O)(=O)c3ccccc3)CC2)oc2ccccc12
  11.2	1.2	-10.4	15.4	-9.6	-11.1	28.3	2.0	-4.7	-9.7	-7.7
- COc1ccccc1CNC(=O)c1ccc(OCc2c(C)noc2C)c(OC)c1
  -5.1	5.2	-18.9	12.5	1.1	-4.8	19.7	-18.7	0.9	-15.0	-11.0

Some of the entries so far, with bars between the fields.
compound | TLR9-MyD88 inh | ABHD5-PLIN5 inh | NR2F2 inh | NR5A2 inv ag | SRC1 inh | TWEAK-Fn14 inh | SRC3 inh | NCOA2 inhibitor | Granule exo inh | TROY NFkB inh | NOD2-RIPK2 inh
CCOC(=O)c1cccc(NC(=O)COC)c1 | 2.4 | 4.5 | 3.0 | 1.3 | 8.0 | 7.8 | 27.4 | -12.3 | 2.7 | 0.1 | 5.5
Cc1ccc(NC2CCCN(C(=O)CCc3scnc3C)C2)cc1C (stereo unspecified) | 1.1 | -5.4 | -7.6 | -1.4 | -1.0 | 9.2 | 0.7 | 28.3 | 2.7 | 10.1 | 0.5

A portion of the library (hit frequency here may not be typical).
